EBI2 block: EBI2 receptor antagonists, beta-arrestin recruitment, primary screen, cell-based, luminescence, 7a,25-OHC stimulation, uHTS; G-protein coupled receptor 183 (Homo sapiens), P32249; 7a,25-OHC stimulated; inhibition, % at 5 µM; hit rate 0.81% among 360,000; AID 651636, 2012; in the data active = inhibition above about 38%;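 note: enzyme fragment complementation signal reports receptor beta-arrestin coupling in cells; 0% = agonist plus DMSO wells and 100% = wells without agonist; some results beyond the cut were filed as inactive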
Target sequence (P32249 whole entry, looked up, the tested form may be a part): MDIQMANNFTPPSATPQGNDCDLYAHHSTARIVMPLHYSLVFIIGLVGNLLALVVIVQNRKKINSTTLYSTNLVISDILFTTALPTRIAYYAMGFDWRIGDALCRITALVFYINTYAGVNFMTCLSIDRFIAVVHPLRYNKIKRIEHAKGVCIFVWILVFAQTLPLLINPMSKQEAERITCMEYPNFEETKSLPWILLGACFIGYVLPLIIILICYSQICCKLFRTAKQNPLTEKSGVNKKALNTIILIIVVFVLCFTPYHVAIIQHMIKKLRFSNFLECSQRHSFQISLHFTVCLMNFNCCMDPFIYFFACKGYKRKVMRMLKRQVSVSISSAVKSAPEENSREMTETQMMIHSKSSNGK
SENP8 block: SENP8 protease inhibitors, primary screen, biochemical, luminescence. Sentrin-specific protease 8 (Homo sapiens), Q96LD8. purified SENP8, Z-RLRGG-aminoluciferin cleavage. inhibition, % at 10 µM. hit rate 1.2% among 330,000
CCR6 antagonist: CCR6 receptor antagonists, primary screen, cell-based, CHO-K1, luminescence, beta-arrestin, uHTS | CHO-K1 CCR6 PathHunter beta-arrestin, CCL20-stimulated | hit rate 0.49% among 340,000 | AID 493098, 2011 | inhibition, % at 20 µM | C-C chemokine receptor type 6 (Homo sapiens), P51684;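 active = compounds whose inhibition of the agonist-driven luminescence signal at 20 µM reaches about 50%, limit read from the data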;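 note: cells stimulated with CCL20 at 14 nM final; plate controls were DMSO with CCL20 for no effect and DMSO without agonist for full effect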
Target sequence (P51684 whole entry, looked up): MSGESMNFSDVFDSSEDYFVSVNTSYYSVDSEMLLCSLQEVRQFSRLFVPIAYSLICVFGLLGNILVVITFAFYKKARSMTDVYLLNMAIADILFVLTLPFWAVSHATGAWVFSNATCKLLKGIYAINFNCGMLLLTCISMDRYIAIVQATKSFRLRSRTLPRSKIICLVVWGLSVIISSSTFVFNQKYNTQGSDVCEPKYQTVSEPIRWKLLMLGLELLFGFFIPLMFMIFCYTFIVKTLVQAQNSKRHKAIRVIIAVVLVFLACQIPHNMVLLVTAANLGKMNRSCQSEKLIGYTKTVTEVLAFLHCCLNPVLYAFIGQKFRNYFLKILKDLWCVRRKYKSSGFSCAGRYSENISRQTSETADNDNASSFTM
Apaf-1 inh: inhibitors of human Apaf-1 apoptosome, primary screen, biochemical, DEVD-Rh110 fluorescence, uHTS. Apoptotic protease-activating factor 1 (Homo sapiens), O14727. reconstituted apoptosome caspase-3 activity. inhibition, % at 20 µM. hit rate 0.71% among 330,000. AID 489030, 2010; active = inhibition of at least 40% at 20 µM;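 note: plate controls were DMSO wells for no effect and DEVD-CHO caspase inhibitor wells for full effect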
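Material: reconstituted apoptosome with Apaf-1, cytochrome c, caspase-9, procaspase-3, dATP; medium: pH 7.5 Hepes buffer with CHAPS, BSA, DTT; also added: cytochrome c and DEVD-Rh110 substrate; timing: 30 min plus 50 min, RT; signal: Rh110 fluorescence intensity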
Gli-Sufu antag: Gli-Sufu pathway antagonists, primary screen, luciferase luminescence, Sufu-KO-LIGHT cells, uHTS; Sufu-KO-LIGHT fibroblasts, Gli luciferase reporter luminescence; inhibition, % at 5 µM; hit rate 0.74% among 340,000;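 active = inhibition above about 55%, limit read from the data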;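 note: 0% = DMSO-treated cells and 100% = wells with medium but no cells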
Jurkat NFkB inh: inhibitors of induced NF-kB luciferase reporter, primary screen, TCR NF-kB activation inhibitor project, cell-based, luminescence, uHTS. Jurkat, PMA/ionomycin-induced NF-kB luciferase reporter. inhibition, % at 4 µM. hit rate 0.53% among 330,000
UBC13 inh: UBC13 polyubiquitin chain formation inhibitors, primary screen, biochemical, TR-FRET, uHTS; inhibition, % at 20 µM; hit rate 0.47% among 330,000; in the data active = inhibition above about 45%, passing the limit was not always enough; inconclusive = no clear call, values can overlap the other calls
Target sequence (P61088 whole entry, looked up): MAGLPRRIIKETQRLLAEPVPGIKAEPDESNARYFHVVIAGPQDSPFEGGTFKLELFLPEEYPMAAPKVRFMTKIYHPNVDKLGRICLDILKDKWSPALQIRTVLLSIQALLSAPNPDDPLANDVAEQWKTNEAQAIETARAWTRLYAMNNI
697 NFkB inh: inhibitors of PMA/ionomycin-induced NF-kB reporter, 697 cells, primary screen, B-cell NF-kB inhibitor project, cell-based, luminescence, uHTS. 697 B-cell NF-kB luciferase reporter, 16 h. hit rate 0.33% among 330,000. inhibition, % at 4 µM. AID 435022, 2010; in the data active = inhibition above about 35%
Active calls of the source: *; i = inactive; ? = inconclusive. Cut-off read from the data, not from the text of the source, unless noted: active = inhibition above about 50%; inactive = the rest.

SMILES | EBI2 block | SENP8 block | CCR6 antagonist | Apaf-1 inh | Gli-Sufu antag | Jurkat NFkB inh | UBC13 inh | 697 NFkB inh
CC(NCC(c1ccco1)N1CCCCC1)C(=O)NC1CCCC1 (stereo not given) | -5 | 2 | 11 | 5 | 23 | 3 | -1 | 4
O=C(c1ccc(-c2ccccc2Cl)s1)N1CCOCC1 | -11 | -6 | 8 | 11 | -72 | -126 | 0 | -85
Cc1c(-c2ccco2)[n+](=O)c2c(n1[O-])CCCCC2 | -3 | -7 | -2 | 5 | -4 | -4 | -9 | -4
Cc1ccc(-c2csc3nc4cc(C(N)=O)ccc4c(=O)n23)cc1 | 1 | -9 | 2 | 25 | 1 | -8 | -3 | -27
c1ccc(-c2cnc(CN3CCN(c4ccccc4)CC3)o2)cc1 | 3 | -3 | 3 | 5 | -14 | 1 | 0 | 1
Cc1ccc2[nH]c(=O)cc(C(=O)OCC(=O)c3ccccc3)c2c1 | -15 | 1 | 14 | 24 | -6 | 7 | 1 | -12
O=[N+]([O-])c1ccc(Cl)cc1N/N=C/c1ccncc1 | -6 | 5 | 2 | -12 | 9 | -2 | -31 | -6
O=S(=O)(NCCc1ccccn1)c1cccs1 | -2 | 3 | 8 | 1 | -1 | 2 | 2 | 9
Cc1ccc(S(=O)(=O)N2CCC(C(=O)NNC(=O)C3CC3)CC2)cc1Cl | 0 | 4 | 3 | 2 | -2 | 8 | 7 | 9
COc1ccc(NC(=O)/C(C#N)=C/c2ccc(Sc3nncn3C)c([N+](=O)[O-])c2)cc1 | -3 | -7 | 20 | 10 | 20 | -1 | -14 | 9
CC(C)(C)C1=Nn2c(nnc2-c2n[nH]c3c2CCC3)SC1 | 10 | 8 | -15 | 9 | -12 | -4 | -6 | -23
O=C(COc1cnc2ccccc2n1)NCCC1=CCCCC1 | 4 | -9 | -6 | 3 | 5 | 2 | -4 | 9
COc1cccc(-c2nc(=S)c3c(o2)CCCC3)c1 | 9 | 34 | 7 | 14 | -106 | -109 | -16 | -158
COc1ccc(N=Cc2nc(-c3ccco3)oc2O)cc1 | 12 | 13 | 22 | 6 | -42 | -33 | -1 | -36
O=C(O)CCSc1nc2ccccc2s1 | -5 | -16 | -4 | 6 | 15 | 16 | 0 | 40*
COc1ccc(C)cc1S(=O)(=O)N1c2ccc(C)cc2C2CN(C)CCC21 (stereo not given) | -4 | -7 | 7 | -2 | 9 | -1 | 4 | -24
CCCCN1C(=O)/C(=C/C=C2\SCCN2C)SC1=S | 22 | -7 | 35 | 23 | -48 | -52 | i | -33
COC(=O)c1ccc(NC(=O)c2nc(S(=O)(=O)Cc3cccc(C)c3)ncc2Cl)cc1 | 47* | -14 | 67* | 12 | 2 | 6 | 15 | -76
COc1cccc(OC)c1C(=O)Nc1ccc(C(=O)NCc2ccccc2)cc1 | 0 | 2 | 10 | -1 | -7 | 0 | -1 | -5
CCC1CCCCN1C(=O)N[C@@H](CCSC)C(=O)OC (stereo not given in full) | -1 | 4 | -7 | -3 | -11 | 15 | 0 | 18
Cc1ccc(S(=O)(=O)N(C)c2ccccc2)cc1 | 1 | 11 | 16 | -1 | -1 | 5 | -1 | 18
COc1ccccc1NS(=O)(=O)c1cccc(NC(=O)Nc2cccc(Cl)c2)c1 | 10 | -12 | 15 | 0 | 0 | -10 | 9 | 4
CC1(c2ccccc2Cl)NC(=O)N(CC(=O)Nc2cccnc2Cl)C1=O (stereo not given) | -5 | 4 | 0 | 1 | -7 | 12 | 4 | 29
Cc1nnc(SCC(=O)Nc2nccs2)s1 | 1 | -9 | -2 | 3 | 3 | -6 | -14 | 3
COc1nc(N)nc2nc[nH]c12 | 0 | 11 | -2 | -8 | 8 | -24 | -4 | -20
COc1ccc(C)cc1NC(=O)CN(C)S(=O)(=O)c1cc(C)ccc1OC | 2 | -2 | 1 | -2 | -6 | 8 | -3 | 6
CCc1nnc(NC(=O)CSc2nc3c(C)cccc3[nH]2)s1 | 5 | 0 | 13 | -13 | 9 | 8 | 1 | -9
CC(=O)N1CCN(CCN=CC2=C(O)CC(c3ccco3)CC2=O)CC1 (stereo not given) | -20 | -1 | -8 | 2 | 6 | 9 | -1 | 11
c1cnc(SCCOc2cccc3ccccc23)nc1 | -5 | -18 | 18 | 13 | -81 | -90 | 3 | -98
O=S(=O)(Nc1cccc(S(=O)(=O)N2CCCCCC2)c1)c1ccc(F)cc1F | 11 | 3 | 20 | -1 | 4 | 8 | 1 | 8
CN(C)c1nnc(-c2ccc(Cl)cc2)o1 | -1 | 7 | 1 | -20 | -2 | 1 | -9 | 6
CCCN(CC1CC1)C(=S)Nc1ccccc1F | -9 | 12 | -4 | -22 | -21 | 2 | -3 | 5
CC(C)CCN1CCN(C2CSCCSC2)CC1CCO (stereo not given) | 3 | -3 | 6 | -5 | 10 | 6 | 9 | 7
COC(=O)CSc1nnc(-c2ccc(S(=O)(=O)N3CCC(C)CC3)cc2)o1 | -2 | -7 | -8 | -2 | 3 | 3 | -19 | -24
CC(NC(=O)c1ccc2c(=O)n3c(nc2c1)CCC3)c1ccc(S(N)(=O)=O)cc1 (stereo not given) | 1 | 5 | -2 | -12 | -10 | 16 | 1 | 17
CCOc1ccc2nc(Cl)c(C3CC(c4ccccc4)=NN3C(=O)c3cccs3)cc2c1 (stereo not given) | 5 | 5 | 3 | -2 | -10 | 10 | ? | 9
O=C1CC(NS(=O)(=O)c2cccnc2)CN1c1ccccc1 (stereo not given) | 7 | 1 | 0 | -1 | -15 | 8 | -3 | -15
CN(C)CCC(=O)c1ccc2c(c1)OCO2 | 8 | -9 | -14 | 6 | 1 | -7 | -2 | -17
COC(=O)c1cc(NS(=O)(=O)c2ccc(NC(C)=O)cc2)cc(C(=O)OC)c1 | -17 | -8 | 16 | 5 | -8 | 9 | -5 | 11
CNC(=S)N(CCc1c(C)[nH]c2ccccc12)Cc1cc(OC)c(OC)c(OC)c1 | 8 | -1 | 3 | 6 | 10 | 3 | 9 | 4

Part of the list above in order of molecular weight, high to low.
SMILES | EBI2 block | SENP8 block | CCR6 antagonist | Apaf-1 inh | Gli-Sufu antag | Jurkat NFkB inh | UBC13 inh | 697 NFkB inh
COc1ccc(C)cc1NC(=O)CN(C)S(=O)(=O)c1cc(C)ccc1OC | 2 | -2 | 1 | -2 | -6 | 8 | -3 | 6
CC(=O)N1CCN(CCN=CC2=C(O)CC(c3ccco3)CC2=O)CC1 (stereo not given) | -20 | -1 | -8 | 2 | 6 | 9 | -1 | 11
CCc1nnc(NC(=O)CSc2nc3c(C)cccc3[nH]2)s1 | 5 | 0 | 13 | -13 | 9 | 8 | 1 | -9

Other entries
SMILES | EBI2 block | SENP8 block | CCR6 antagonist | Apaf-1 inh | Gli-Sufu antag | Jurkat NFkB inh | UBC13 inh | 697 NFkB inh
COc1ccc(NC(=O)C2=C(C)NC(=S)NC2c2ccc(O)c(OC)c2)cc1 (stereo not given) | -7 | 2 | 1 | -2 | -16 | 4 | -6 | 16
Cc1ccc(NC(=O)CCn2cc(C(F)(F)F)ccc2=O)cc1 | -15 | -2 | 3 | -9 | -17 | 4 | -4 | 6
O=C(CN1C(=O)NC2(CCCCCC2)C1=O)Nc1ccc(S(=O)(=O)N2CCOCC2)cc1 | 4 | -13 | 8 | 4 | 3 | -21 | -1 | -2
CCOc1ccc(NC(=O)CCc2nnc3ccc(N4CCC(C)CC4)nn23)cc1 | 5 | 2 | 3 | 4 | 10 | 16 | 2 | -25
COc1ccc(-n2c(Cc3cccn3C)nnc2SCC(=O)NCCc2ccccc2)cc1 | 44* | -7 | 12 | 13 | 1 | -3 | -12 | 10
Cc1oc(-c2ccc(Cl)cc2)nc1CS(=O)CC(=O)NCCN1CCCCCC1 (stereo not given) | -5 | -9 | 2 | 18 | 15 | 3 | 3 | 8
O=C(C[C@@H]1C/C=C\C[C@@H](Cc2ccc(F)cc2)C(=O)OC[C@H]2CCCN2C1=O)NCCO | -1 | -3 | 2 | 3 | -9 | -2 | 7 | 13
Cc1ccc(-c2nc3cc(N)ccc3o2)c(C)c1 | -10 | 69* | -22 | -1 | -5 | -102 | 12 | -182
Cc1sc2c(c1C)c(=O)n(-c1cccc(C(F)(F)F)c1)c(=O)n2CC(=O)NCc1ccco1 | 2 | -2 | 4 | 19 | 5 | 4 | -10 | -25
Cc1ccn2c(=O)cc(C)nc2c1 | -3 | -5 | 13 | -3 | 4 | 5 | 2 | -16
CSc1nc(O)c(C(c2ccccc2)c2c(O)nc(SC)[nH]c2=O)c(=O)[nH]1 | -11 | 10 | -4 | 5 | -3 | -1 | -1 | -5
O=C1NCCCC2c3c(cc(Br)c(O)c3Br)OC12N1CCOCC1 (stereo not given) | -15 | -7 | 0 | -10 | 0 | -1 | -2 | -4
O=C(CN1CCCC1)Nc1ccc(Br)cc1 | -9 | -9 | -10 | 8 | 1 | -3 | 5 | -5
CCCCCNC(=O)CCn1c(=O)oc2ccccc21 | -11 | 1 | -15 | -4 | 4 | -12 | 7 | 6
N#Cc1cccc(NC(=O)Cn2c3[n+](c4ccc(C(F)(F)F)cc42)CCCCC3)c1 | -16 | -8 | 13 | -7 | 2 | -6 | 15 | 1
Cc1cc(SCC(=O)NC2CC2)nc2ccccc12 | 4 | -6 | 6 | -13 | -4 | 2 | ? | 4
CC(=O)c1ccc(NC(=O)c2ccn(C(=O)OCC(C)C)n2)cc1 | -5 | 0 | 4 | -17 | -42 | -64 | -13 | -82
Cc1ccc(-c2nnn(CC(=O)N(CC(=O)NCc3ccccc3)c3cccc(C)c3C)n2)o1 | 3 | -11 | -9 | 14 | 2 | -9 | 5 | 3
COc1ccc(OCCC(=O)OCC(=O)NC(=O)NC(C)(C)C)cc1 | -12 | -2 | 15 | 14 | -2 | 0 | 0 | 23
COc1ccccc1C(=O)NC(=O)OCCn1c(C)cnc1[N+](=O)[O-] | -16 | -11 | 8 | 4 | 1 | -4 | -6 | 9
CCCn1c(C)nc2cc(Cl)c(N3CCN(c4nc(-c5ccc(C)cc5)cs4)CC3)cc21 | 21 | -1 | 6 | 20 | 13 | 28 | -7 | 10
COc1ccc(NC(=O)Cn2nnc(-c3ccccc3NC(=O)c3ccco3)n2)cc1 | 4 | 11 | -9 | 19 | 17 | 37 | -1 | -30
CCN(CC)c1ccc(CN2CCC(C(=O)NCc3ccc(C)cc3)CC2)cc1 | 8 | -13 | 7 | 0 | 42 | -4 | 6 | -5
COc1ccc(NC(=O)CCNS(=O)(=O)c2ccc(Cl)c([N+](=O)[O-])c2)cc1S(N)(=O)=O | -5 | 0 | -1 | -5 | 4 | 5 | 5 | 9
CCCCCC[C@@H]([C@@H](C)O)n1cnc2c(N)ncnc21 | 9 | 4 | 1 | -10 | -4 | 7 | 4 | 4
CCC(=O)Nc1nnc(S(=O)(=O)N2CCCC2)s1 | -9 | -9 | 3 | 2 | 3 | -6 | -14 | 5
Cc1ccsc1/C=N\Nc1cn[nH]c(=O)c1Cl | 6 | -8 | -15 | 6 | 5 | -20 | -21 | -15

Compound profiles, as listed above. Values in the order: EBI2 block	SENP8 block	CCR6 antagonist	Apaf-1 inh	Gli-Sufu antag	Jurkat NFkB inh	UBC13 inh	697 NFkB inh
Profile of `COC(=O)c1cc(NS(=O)(=O)c2ccc(NC(C)=O)cc2)cc(C(=O)OC)c1` = -17	-8	16	5	-8	9	-5	11
Profile of `c1ccc(-c2cnc(CN3CCN(c4ccccc4)CC3)o2)cc1` = 3	-3	3	5	-14	1	0	1
Profile of `COc1ccc(N=Cc2nc(-c3ccco3)oc2O)cc1` = 12	13	22	6	-42	-33	-1	-36
Profile of `COc1cccc(OC)c1C(=O)Nc1ccc(C(=O)NCc2ccccc2)cc1` = 0	2	10	-1	-7	0	-1	-5

High-throughput results deposited in PubChem BioAssay by Sanford-Burnham Center for Chemical Genomics.

A portion of the library; rates above refer to the full screens.
